# Source: PubChem
# TCR activator: Activators of T cell receptors: qHTS campaign; Potency, µM (top dose mostly 9.22 µM), for the others: at the highest dose activation of IL-2 secretion, usual class: activators; primary human leukocytes, anti-CD3, IL-2 HTRF, 48 h; 330,000 tested, under 10 active; AID 504894, 2011; further: % of control where 0% means no effect
#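 Compounds are tested in HTS on primary human leukocytes co-incubated with a-CD3 beads for 48 hr. IL-2 output is measured by time-resolved FRET.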
# TSHR antagonist: Antagonists of the Thyroid Stimulating Hormone Receptor: HTS campaign. Thyrotropin receptor (Homo sapiens), P16473. activity change, negative = inhibition, % at 11.5 µM. 330,000 tested, 0.2% active. TSHR-expressing cells, TSH-stimulated cAMP HTRF, 2 h; stronger effect = lower value;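 active means activity change below a set negative limit, meaning inhibition stronger than a set level, cut at about -70% in these data; inconclusive means activity change between two set negative limits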; further: on the % scale 0 is the no-effect control and ±100 the full control effect
#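 TSHR-expressing cells were treated with compounds, then stimulated with TSH at EC80 (4nM final) for 2 hours at 37 deg C. Cellular cAMP was measured by HTRF competition between lysate cAMP and cAMP-d2 for a cryptate-labelled anti-cAMP antibody.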
# PTAP TSG101 blk: qHTS Assay for Iinhibitors of HIV-1 Budding by Blocking the Interaction of PTAP/TSG101; Tumor susceptibility gene 101 protein (Homo sapiens), Q99816; Potency, µM (titrated, usually from 115 µM), inactives show top-dose activity change, negative = inhibition, actives largely listed as inhibitors; AID 493005, 2010; Fluorescence polarization, FITC-PTAP peptide / Tsg101 binding; 340,000 tested, under 10 active; active means well fitted inhibition curve with a large enough effect in the main read-out, with a control signal flat, not every such curve was filed as active; inconclusive means small, poorly fitted or top-dose-only effect, or effect the other way, or a change in a side signal; inactive means no such curve, though single readings can be large or run the other way; further: potency means the concentration at half of the fitted maximal effect; % of control where 0% means no effect
# Target sequence (Q99816 whole entry, looked up): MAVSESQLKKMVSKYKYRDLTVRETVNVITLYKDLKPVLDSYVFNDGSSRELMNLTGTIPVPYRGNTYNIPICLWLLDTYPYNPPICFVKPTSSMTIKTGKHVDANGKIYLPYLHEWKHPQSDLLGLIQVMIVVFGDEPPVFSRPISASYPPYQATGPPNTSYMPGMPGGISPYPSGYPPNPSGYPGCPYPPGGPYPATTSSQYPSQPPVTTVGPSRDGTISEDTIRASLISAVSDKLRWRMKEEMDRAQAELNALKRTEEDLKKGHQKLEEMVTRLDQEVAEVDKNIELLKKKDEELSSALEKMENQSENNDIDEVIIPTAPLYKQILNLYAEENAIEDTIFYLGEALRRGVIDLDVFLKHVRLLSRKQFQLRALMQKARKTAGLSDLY
#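 Fluorescence anisotropy tracks displacement of a FITC-tagged PTAP peptide (50 nM) from the Tsg101 binding domain (10 uM), following a 20 min room-temperature incubation at pH 7.5.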
# Tb PFK block: qHTS Assay to Find Inhibitors of T. brucei phosphofructokinase; T. brucei PFK, ADP-Glo luminescence; Potency, µM (titrated, usually from 57.5 µM), without a hit: at the highest dose activity, negative = inhibition, hits mostly inhibitors; 330,000 tested, 0.17% active;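 further: potency means the concentration at half of the fitted maximal effect; 0% = uninhibited 1x PFK enzyme wells and -100% = no-enzyme wells; nearly all actives have a fitted effect of over 60% in size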
#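 1.25 nM PFK with 0.5 mM F6P and 0.1 mM ATP in 0.1 M TEA pH 8.0, 5 mM MgCl2, incubated 45 min at room temperature; ADP measured by ADP-Glo luminescence; compounds titrated up to 57 uM.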
# Mito fusion yeast: qHTS Assay for Small Molecule Inhibitors of Mitochondrial Division or Activators of Mitochondrial Fusion; 320,000 tested, 0.23% active; Potency, µM (titrated, usually from 46.1 µM), for inactives: at the top dose growth rescue (activation), hits mostly activators; S. cerevisiae fusion-defective mutant growth rescue, CellTiterGlo 48 h;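 further: potency means the concentration at half of the fitted maximal effect; % of control where 0% means no effect; nearly all actives have a fitted effect of over 45% in size; temperature-sensitive fusion mutants such as fzo1-1 at 37 °C on non-fermentable ethanol glycerol medium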
#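 S. cerevisiae fusion-defective temperature-sensitive mutants (e.g. fzo1-1, mgm1-5) grown 48 h at 37C in YPEG (ethanol/glycerol non-fermentable) medium with 23 nl compound per well; growth rescue read as CellTiterGlo luminescence.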
# a7 integrin act: qHTS for Activators of Integrin-Mediated Alleviation for Muscular Dystrophy. Potency, µM (series often up to 38.3 µM), without a hit: top-dose activation, usual class: activators. AID 624291, 2012. 350,000 tested, 0.064% active. alpha7betagal myoblasts, beta-gal FDG fluorescence, 48 h;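 further: potency means the concentration at half of the fitted maximal effect; 100% = response of the positive control SU9516; nearly all actives have a fitted effect of over 60% in size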
#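 alpha7betagal+/- myoblasts (passage 13, 250/well) treated 48 h at 37C with compounds at 1:260 dilution of DMSO stock. Lysed, then beta-galactosidase activity read as FDG fluorescence (ex 480/em 540) after 30 min, with pre-read for autofluorescence.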
# ELG1 DNA repair: qHTS screen for small molecules that inhibit ELG1-dependent DNA repair in human embryonic kidney (HEK293T) cells expressing luciferase-tagged ELG1; HEK293T ELG1-luciferase reporter, luminescence, 16 h; DNA damage induced by 5-fluorouridine; Potency, µM (series often up to 46.1 µM), inactives show top-dose activity change, negative = inhibition, usual class: inhibitors; 330,000 tested, 2.3% active; further: potency means the concentration at half of the fitted maximal effect; on the % scale 0 is the no-effect control and ±100 the full control effect; nearly all actives have a fitted effect of over 55% in size
#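 DMSO vehicle served as the neutral condition. Each well held 2,000 cells given 5-fluorouridine plus compound; after 16 hr at 37 °C/5% CO2, ONE-Glo was added and luciferase measured 30 min later.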
# BCR signal inh: qHTS Assay to Find Inhibitors of Chronic Active B-Cell Receptor Signaling; ABC-DLBCL IkBa-CBG/CBR reporter, luminescence ratio, 4 h; Potency, µM (series often up to 46.1 µM), for inactives: at the top dose ratio change, negative = lower green/red ratio, actives largely listed as inhibitors; 340,000 tested, 0.05% active; AID 493014, 2011; active means well fitted inhibition curve with a large enough effect in the signal ratio, with a control signal flat, not every such curve was filed as active; inconclusive means small, poorly fitted or top-dose-only effect, or effect the other way, or a change in a side signal; the % refers to the signal ratio;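 further: potency means the concentration at half of the fitted maximal effect; plate controls were basal doxycycline-induced cells for no effect and cells given 10 µM MG132 for full effect; MG132 reads +100%, hits lower the ratio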
#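 Cell line TMD8 (human ABC DLBCL), stably expressing tet-inducible CBG68-IkBa fusion and CBR; IMDM/0.5% FBS; cpd up to 46 uM; dox induction, 4 h, 37C/5% CO2; dual luminescence; green/red ratio; MG132 control.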
# Eya2 inh: qHTS Assay for Inhibitors of the Phosphatase Activity of Eya2; Protein phosphatase EYA2 (Homo sapiens), O00167; recombinant Eya2, OMFP fluorescence dephosphorylation (OMFP is methylfluorescein phosphate); Potency, µM (top dose mostly 76.9 µM), inactives show at the highest dose activity, negative = inhibition, most hits filed as inhibitors; 330,000 tested, 0.006% active; AID 488837, 2010; further: potency means the concentration at half of the fitted maximal effect; on the % scale 0 is the no-effect control and ±100 the full control effect
#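 Eya2 (0.2 uM) preincubated 10 min at ambient with compound, then OMFP substrate added at 50 uM; 10 min reaction in 50 mM HEPES pH 7.5, 50 mM NaCl, 5 uM MgCl2, 0.05% BSA, 1 mM DTT. Fluorescence read at Ex 485/Em 525 nm.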
# A-T KAP1 phos: qHTS Assay for Identifying a Potential Treatment of Ataxia-Telangiectasia | Potency, µM (series often up to 57.5 µM), for the others: at the top dose activation, hits mostly activators | 320,000 tested, 0.19% active | […] A-T fibroblasts, KAP-1 phosphorylation AlphaLISA; neocarzinostatin DNA damage 30 min before lysis; further: potency means the concentration at half of the fitted maximal effect; % of control where 0% means no effect; nearly all actives have a fitted effect of over 45% in size
#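 ATM-like activity read as KAP-1 phosphorylation via AlphaLISA donor/acceptor antibody pairs after lysis and 6 hr at 25C. Cells were ATM-null patient fibroblasts ([…], hTERT), dosed 60 min, then exposed to the DSB inducer NCS for 30 min.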
# S-ASM inh: Inhibitors of Secretory Acid Sphingomyelinase (S-ASM): qHTS | Potency, µM (series often up to 57.5 µM), without a hit: top-dose activity change, negative = inhibition, usual class: inhibitors | AID 504937, 2011 | 340,000 tested, 0.006% active | placental ASM, HMU-PC fluorogenic substrate, 60 min; further: potency means the concentration at half of the fitted maximal effect
# Target sequence (P17405 47-631 limits assumed): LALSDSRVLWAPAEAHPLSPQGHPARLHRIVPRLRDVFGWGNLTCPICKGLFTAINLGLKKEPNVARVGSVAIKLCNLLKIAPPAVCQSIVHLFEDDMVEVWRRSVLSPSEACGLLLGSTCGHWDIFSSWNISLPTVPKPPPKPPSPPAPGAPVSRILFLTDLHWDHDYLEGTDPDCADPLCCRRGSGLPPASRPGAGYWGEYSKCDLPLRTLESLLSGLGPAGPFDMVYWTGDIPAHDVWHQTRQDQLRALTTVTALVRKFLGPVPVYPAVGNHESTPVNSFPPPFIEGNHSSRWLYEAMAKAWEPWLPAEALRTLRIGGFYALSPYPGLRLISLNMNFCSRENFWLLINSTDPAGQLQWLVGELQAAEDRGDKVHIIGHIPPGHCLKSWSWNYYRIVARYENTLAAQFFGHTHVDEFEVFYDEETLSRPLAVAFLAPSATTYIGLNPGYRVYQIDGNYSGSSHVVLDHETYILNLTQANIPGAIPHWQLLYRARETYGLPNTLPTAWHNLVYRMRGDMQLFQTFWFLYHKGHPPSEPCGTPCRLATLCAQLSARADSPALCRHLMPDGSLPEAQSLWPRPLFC
#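 Human placenta-derived ASM enzyme was preincubated with compound for 10 minutes at room temperature, then given fluorogenic substrate HMU-PC0 (9 uM final) for 60 minutes at 37 °C; a pH 10 stop preceded fluorescence reading at Ex 386/Em 447 nm.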
# Active calls of the source: *; ? = inconclusive; · = not tested or not shown; [ ] = another dose, or the depositor's remark. Unless noted, the call rests on the fitted dose curve; in most records, active means well fitted curve in the direction sought with a large enough effect; inconclusive means small, poorly fitted or top-dose-only effect, or another doubt; inactive means no such curve, though single readings can be large; an effect the other way counts as inactive or inconclusive.
SMILES,TCR activator,TSHR antagonist,PTAP TSG101 blk,Tb PFK block,Mito fusion yeast,a7 integrin act,ELG1 DNA repair,BCR signal inh,Eya2 inh,A-T KAP1 phos,S-ASM inh
Cc1noc(N)c1C(=O)Nc1ccc(F)cc1,0%,0,-4%,-2%,1%,-12%,19%,1%,4%,-6%,2%
Cc1cc(C)c2nc3s/c(=C/c4ccccc4)c(=O)n3c2c1,·,-1,·,-6%,0%,·,23%,-3%,24%,0%,·
O=C(Cc1cc(=O)[nH]c(=O)[nH]1)NCC1CCCO1 (centres undefined),-4%,7,-1%,-5%,1%,-17%,6%,-10%,-5%,2%,7%
Cc1ccc(N2C(=O)C(CN3CCCCC3)C2c2ccccc2)cc1 (centres undefined),4%,10,-1%,-6%,1%,-267%[inhibitor],5%,-1%,9%,2%,4%
CC(C)Nc1nc(NC(C)C)nc(NS(=O)(=O)c2ccc(N)cc2)n1,4%[46.1 µM],8,-5%,7%,1%,0%,16%,-9%,0%,0%,5%
CSc1nnc2c(n1)OC(C1CC=C(C)CC1)Nc1ccccc1-2 (centres undefined),·,8,·,1%,1%,·,-14%,0%,-12%,-3%,·
COc1ccc(Cl)cc1N1C(=O)/C(=C\c2sccc2C)N=C1SCC(=O)NC1CC1,-4%,-13,1%,3%,20%,-13%,16µM*,?,?,-4%,8%
C/C(=N\NC(=O)Cc1c(Cl)cccc1Cl)c1cccnc1,5%,-4,·,3%,-4%,16%,2%,-8%,3%,0%,2%
Cc1ccc(C)c(N(C(=O)CNC(=O)c2ccco2)C(C(=O)NCC2CCCO2)c2ccccc2)c1 (centres undefined),-1%,-9,-1%,1%,-10%,16%,-14%,-15%,14%,0%,-2%
O=c1c2c(ncn2C2CCCC2)n(Cc2ccccc2)c(=O)n1CCOc1ccc(Br)cc1,-1%[46.1 µM],-5,-1%,9%,21%,17%,?,9%,0%,5%,-3%
O=C(Oc1c(CN2CCOCC2)cc(Cl)c2cccnc12)c1ccccc1Cl,14%,-7,-3%,1%,13%,-64%[inhibitor],12µM*,?,-11%,0%,-4%
CC1=NN(C(C#N)c2cccc([N+](=O)[O-])c2)C(C)(C)C1 (centres undefined),-7%[46.1 µM],4,-9%,-5%,-1%,2%,11%,1%,-10%,2%,6%
CCN(C[C@H]1N[C@@](CC)(C(=O)OC)[C@H]2C(=O)N(Cc3ccccc3)C(=O)[C@@H]12)C(=O)c1ccc(C(C)(C)C)cc1,-3%,-22,-4%,0%,·,-40%,3.7µM*,0%,-1%,-6%,-4%
CCC(Oc1ccc(Cl)cc1)C(=O)N1CC(=O)Nc2ccccc21 (centres undefined),4%,-14,·,-1%,3%,?,-3%,9%,-10%,4%,3%
COc1ccccc1C1C2C(=O)N(c3ccccc3)C(=O)C2ON1c1ccccc1 (centres undefined),4%,-7,-5%,-6%,-2%,0%,2%,-12%,-1%,-1%,-1%
Cc1ccsc1/C=N/NC(=O)c1ccc([N+](=O)[O-])cc1,-4%,-11,0%,2%,0%,4%,10%,-5%,10%,-17%,-3%
Cc1nc(SC2C=CS(=O)(=O)C2)n[nH]1 (centres undefined),3%,-2,-6%,-1%,-3%,-19%,11%,10%,14%,·,0%
CC(C)Oc1ccc(C(=O)OCC(=O)c2ccc[nH]2)cc1,-1%,-4,-1%,-2%,·,-16%,?,-2%,-1%,-1%,4%
O=C(CN(Cc1ccco1)C(=O)c1cccc(F)c1)Nc1ccccc1C(F)(F)F,-6%,4,-9%,-5%,-5%,7%,-3%,4%,-3%,5%,-2%
CCn1c2ccccc2n2c(=O)c(=O)n(CC(=O)N3CCN(c4ccccc4OC)CC3)nc12,·,-9,·,-1%,2%,·,16%,1%,-2%,-9%,·
CC(Sc1nc(-c2ccccc2)cc(C(F)(F)F)n1)C(=O)N1CCCCC1 (centres undefined),0%,-18,-3%,1%,5%,-13%,?,0%,-9%,-2%,-8%
COc1cccc(-c2nnc(SCc3ccccn3)n2C)c1,-1%,-4,-1%,-7%,0%,15%,?,?,-16%,2%,4%
COc1cccc(-c2nc(-c3ccc(NC(=O)Cc4ccccc4OC)cc3)no2)c1,-4%,-1,11%,0%,-10%,0%,?,?,-6%,-1%,-1%
COc1ccc(C(=O)NC2CCCCCC2)cc1OC1CCN(C(C)=O)CC1,-1%,-2,-3%,11%,-12%,-13%,-4%,?,16%,-2%,2%
Cc1cc(C)n(C(=O)CCCn2nc(C)c([N+](=O)[O-])c2C)n1,4%,5,-4%,0%,-1%,?,19%,1%,-4%,-1%,-1%
CCC(C)c1ccc(OCC(=O)Nc2ccc(Cl)cn2)cc1 (centres undefined),4%,-24,-7%,2%,-4%,17%,?,21%,3%,-4%,0%
O=P(O)(CCc1ccccn1)CN1CCOCC1,·,12,1%,2%,0%,20%,17%,3%,0%,18%,9%
CCN(CC)C(=O)CSc1nc(O)c(Cc2ccccc2)c(=O)n1-c1ccc(C)cc1,0%,3,-1%,0%,0%,25%,-21%,5%,1%,0%,2%
O=C(CCC(=O)c1ccccc1)NCc1cccc(C(F)(F)F)c1,2%,-1,-2%,-2%,4%,16%,9%,0%,0%,6%,3%
Cc1ccc2c(c1)/C(=C/c1ccccc1)C(=O)N2,-8%,-5,-1%,-8%,-6%,-6%,-30%,?,?,3%,-10%
O=C1CSC(c2ccccc2Br)N1c1ccc(Cl)cn1 (centres undefined),-1%,-15,-1%,-2%,-5%,9%,?,23%,13%,13%,2%
Cc1ccc(C(=O)NCCc2nnc3ccc(NCc4ccc5c(c4)OCO5)nn23)cc1,-3%,21,0%,0%,-2%,3%,-5%,-6%,-6%,8%,-1%
COc1ccc([C@]23Cc4cc(OC)c(OC)cc4C(O2)C2=C(CC(C)(C)CC2=O)O3)cc1,·,·,·,0%[11.5 µM],0%[9.22 µM],·,·,24%[9.22 µM],-4%[15.4 µM],-4%[11.5 µM],·
Fc1ccc(NC(=S)Nc2ccc3nccnc3c2)cc1,-3%,1,0%,5%,-7%,-5%,-17%,1%,-5%,4%,6%
CSc1ncc(Cl)c(C(=O)Nc2ccccc2[N+](=O)[O-])n1,·,-10,-2%,1%,1%,24%,2%,3%,-1%,-10%,-4%
CNS(=O)(=O)c1cc(OC)ccc1OC,1%,7,-5%,3%,-2%,25%,18%,0%,20%,2%,-2%

# An excerpt of these results, with bars between the fields.
mol | TCR activator | TSHR antagonist | PTAP TSG101 blk | Tb PFK block | Mito fusion yeast | a7 integrin act | ELG1 DNA repair | BCR signal inh | Eya2 inh | A-T KAP1 phos | S-ASM inh
O=C1CSC(c2ccccc2Br)N1c1ccc(Cl)cn1 (centres undefined) | -1% | -15 | -1% | -2% | -5% | 9% | ? | 23% | 13% | 13% | 2%
CNS(=O)(=O)c1cc(OC)ccc1OC | 1% | 7 | -5% | 3% | -2% | 25% | 18% | 0% | 20% | 2% | -2%
CSc1ncc(Cl)c(C(=O)Nc2ccccc2[N+](=O)[O-])n1 | · | -10 | -2% | 1% | 1% | 24% | 2% | 3% | -1% | -10% | -4%
